IDH1 R132H inh = inhibitors of IDH1 R132H reductase, primary screen, biochemical, plate reader, single point; Isocitrate dehydrogenase [NADP] cytoplasmic (Homo sapiens), O75874; diaphorase/resazurin fluorescence, 60 min; 70,000 compounds, 0.18% hits; inhibition, % at 10 µM; in the data active = inhibition above about 34%;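 note: 0% = DMSO and 100% = no enzyme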
Target sequence (O75874 whole entry R132H): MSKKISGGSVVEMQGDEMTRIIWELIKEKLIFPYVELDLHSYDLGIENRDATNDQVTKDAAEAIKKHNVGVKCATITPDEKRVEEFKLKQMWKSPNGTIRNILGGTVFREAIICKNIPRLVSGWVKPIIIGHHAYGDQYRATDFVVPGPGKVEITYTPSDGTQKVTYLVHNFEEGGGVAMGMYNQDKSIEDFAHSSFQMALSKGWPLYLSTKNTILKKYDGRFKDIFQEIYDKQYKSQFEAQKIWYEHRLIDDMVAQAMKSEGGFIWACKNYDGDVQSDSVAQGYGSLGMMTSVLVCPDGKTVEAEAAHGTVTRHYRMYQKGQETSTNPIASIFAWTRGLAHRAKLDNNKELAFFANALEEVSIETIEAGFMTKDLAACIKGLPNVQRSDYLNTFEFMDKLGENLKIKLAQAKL
PRC2 inh = EZH2/PRC2 methyltransferase inhibitors, primary screen, biochemical, DELFIA time-resolved fluorescence, single point. PRC2 H3K27 methylation, DELFIA TRF, 1 h. inhibition, % at 12.5 µM. 57,000 compounds, 0.35% hits. AID 651548, 2012;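 active = mean inhibition of replicates at least 50% and every single replicate also reaching 50%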;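 note: dimethyl H3K27 on biotinylated H3 21-44 peptide detected by antibody; plate controls were median neutral control wells for no effect and median positive control wells for full effect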
* hit, by the source's call; x = not tested or not shown; & = joins results of further samples. An excerpt (hit frequency here may not be typical).

SMILES	IDH1 R132H inh	PRC2 inh
Cc1nn(-c2nnc(C)c(=O)[nH]2)c(C)c1SCC(=O)Nc1ccc(F)cc1	1.1	-7.8
COc1ccccc1S(=O)(=O)Nc1ccc2c(c1)OC[C@@H](C)NC[C@H](C)[C@@H](OC)CN(C)C2=O	0.0	-4.1
Cc1ccc(S(=O)(=O)N[C@@H]2CC[C@H](CC(=O)N3CCN(c4ccccc4)CC3)O[C@H]2CO)cc1	0.0	-3.9
CCCN(C)C[C@H]1Oc2cc(C#Cc3cccc(OC)c3)ccc2S(=O)(=O)N([C@@H](C)CO)C[C@H]1C	0.3	-23.7
C[C@H]1CN([C@@H](C)CO)C(=O)Cc2cc(NC(=O)Nc3ccccc3)ccc2O[C@@H]1CN(C)CC1CC1	-1.6	1.3
CCCC#Cc1cnc2c(c1)C(=O)N([C@@H](C)CO)C[C@H](C)[C@@H](CN(C)Cc1cccnc1)O2	0.0	-2.3
O=C(C[C@@H]1C[C@@H]2c3cc(NS(=O)(=O)c4ccccc4)ccc3O[C@@H]2[C@@H](CO)O1)N1CCCCC1	0.0	15.9
Cc1noc(C)c1NC(=O)Nc1ccc2c(c1)C(=O)N([C@H](C)CO)C[C@H](C)[C@H](CN(C)C(=O)NC(C)C)OCCCC[C@H](C)O2	1.0	x
CN1C(=O)N(C)C(=O)C(CCc2ccncc2)(C2(C#N)CCCCC2)C1=O	15.9	-26.2
O=C(O)C12CC3CC(C1)CC(n1ncc(NCc4ccc(F)cc4)c(Cl)c1=O)(C3)C2	0.1	15.9
COC(=O)c1ccccc1NC(=O)c1cccc(NC(=O)COc2cc(C)c(Cl)c(C)c2)c1C	0.2	-2.5
C#C[C@]1(O)CC[C@H]2[C@@H]3CCC4=C(CCC(=O)C4)[C@H]3CC[C@@]21C	0.5	-3.3
Cc1ccnc(NS(=O)(=O)c2ccc(NC(=O)c3ccc(Cl)cc3Cl)cc2)n1	0.1	1.6
C[C@H]1CN([C@@H](C)CO)C(=O)c2cccc(NC(=O)C3CC3)c2O[C@H]1CN(C)CC1CCCCC1	2.0	x
C[C@H](CO)N1C[C@H](C)[C@H](CN(C)CC2CC2)Oc2c(NC(=O)Nc3ccc(C(F)(F)F)cc3)cccc2C1=O	0.5	-9.1
COc1cccc(S(=O)(=O)Nc2ccc3c(c2)C(=O)N(C)C[C@@H](OC)[C@H](C)CN(Cc2ccccc2F)[C@@H](C)CO3)c1	-0.2	21.7
Nc1nc(SCC(=O)Nc2ccc(F)cc2)n[nH]1	-0.2	2.4
CS(=O)(=O)N(CC(=O)Nc1ccc(Cl)c(C(F)(F)F)c1)c1cccc(C(F)(F)F)c1	-1.1	21.7
O=C(CCN1CCCCC1)NCC[C@@H]1CC[C@H](NC(=O)c2ccc(F)cc2)[C@@H](CO)O1	-0.4	7.6
C[C@@H]1CN([C@@H](C)CO)C(=O)c2cc(NC(=O)C3CCCCC3)ccc2O[C@@H](C)CCCCO[C@@H]1CN(C)C(=O)Nc1ccc(F)cc1	0.8	x
C[C@@H]1CN([C@@H](C)CO)C(=O)c2cc(NS(=O)(=O)c3ccccc3)ccc2O[C@@H]1CN(C)Cc1ccc2c(c1)OCO2	-11.9	1.0
C[C@H](CO)N1C[C@H](C)[C@H](CN(C)C(=O)c2ccc(F)cc2)Oc2ncc(C#CCN(C)C)cc2C1=O	-1.0	-1.0
CO[C@H]1CN(C)C(=O)c2cc(NC(=O)Nc3ccccc3)ccc2OC[C@H](C)N(C(C)=O)C[C@@H]1C	-0.3	-1.5
CC1(C)Cc2c(sc3nc(SCc4ccccc4)nc(NCc4ccco4)c23)CO1	0.0	5.4

Compounds shown so far that contain a CF3 group (two):
SMILES	IDH1 R132H inh	PRC2 inh
C[C@H](CO)N1C[C@H](C)[C@H](CN(C)CC2CC2)Oc2c(NC(=O)Nc3ccc(C(F)(F)F)cc3)cccc2C1=O	0.5	-9.1
CS(=O)(=O)N(CC(=O)Nc1ccc(Cl)c(C(F)(F)F)c1)c1cccc(C(F)(F)F)c1	-1.1	21.7

Continued:
SMILES	IDH1 R132H inh	PRC2 inh
COC(=O)c1cccc(NC(=O)CSc2nc(=O)cc(N)n2-c2ccccc2)c1	-0.2	1.9
CO[C@@H](CN(C)S(=O)(=O)c1ccc(Cl)cc1)[C@@H](C)CN(C(=O)Nc1ccccc1F)[C@@H](C)CO	-0.5	9.1
COCC(=O)N(C)C[C@@H]1Oc2ncc(C3=CCCCC3)cc2C(=O)N([C@H](C)CO)C[C@H]1C	x	-8.3
COc1ccc(C(=O)Nc2ccc3c(c2)C(=O)N(C)C[C@H](OC)[C@@H](C)CN[C@@H](C)CO3)cc1	0.1	3.3
COCC(=O)N(C)C[C@@H]1Oc2cc(C3=CCCC3)ccc2S(=O)(=O)N([C@H](C)CO)C[C@@H]1C	-2.7	3.3
C[C@@H]1CN([C@H](C)CO)C(=O)Cc2cc(NC(=O)Cn3cnnn3)ccc2O[C@H]1CN(C)Cc1ccc2c(c1)OCO2	-0.4	x
C[C@@H]1CCCCO[C@H](CN(C)CC2CCCCC2)[C@@H](C)CN([C@H](C)CO)C(=O)c2cc(NS(=O)(=O)c3cn(C)cn3)ccc2O1	3.7	x
COCC#Cc1cnc2c(c1)C(=O)N([C@@H](C)CO)C[C@@H](C)[C@H](CN(C)S(=O)(=O)c1cccc(OC)c1)O2	-10.2	3.8
C[C@H](CO)N1C[C@H](C)[C@@H](CN(C)Cc2ccccc2)Oc2ccc(NC(=O)Cn3cnnn3)cc2C1=O	1.3	4.3
CC(C)c1cn(CC[C@H]2CC[C@H](NC(=O)C3CC3)[C@@H](CO)O2)nn1	0.2	-1.3
CCC(=O)Nc1ccc2c(c1)OC[C@@H](C)N(Cc1cccc(F)c1)C[C@@H](C)[C@@H](OC)CN(C)C2=O	0.1	-4.2
Cn1c(SCC(=O)Nc2ccc(Br)cc2Cl)nnc1-c1cccc([N+](=O)[O-])c1	0.1	-7.9
COc1ccc(S(=O)(=O)N[C@@H]2CC[C@H](CC(=O)NCCc3ccccc3)O[C@@H]2CO)cc1	0.3	4.8
C[C@H](CO)N1C[C@H](C)[C@@H](CN(C)C(=O)NC2CCCCC2)Oc2ccc(NC(=O)Nc3ccccc3)cc2C1=O	2.2	x
O=S(=O)(N[C@@H]1CC[C@@H](CCn2cc(C3CC3)nn2)O[C@@H]1CO)c1ccc(F)cc1	0.2	-0.7
CC(C)NC(=O)NCC[C@@H]1CC[C@H](NC(=O)CCN2CCCCC2)[C@@H](CO)O1	0.0	-0.2
COc1ccc(NC(=O)Nc2ccc3c(c2)C(=O)N([C@H](C)CO)C[C@H](C)[C@@H](CN(C)S(=O)(=O)c2ccc(OC)cc2)OCCCC[C@@H](C)O3)cc1	3.4	x
CC(C)NC(=O)Nc1ccc2c(c1)C(=O)N([C@H](C)CO)C[C@@H](C)[C@H](CN(C)C(=O)Nc1ccc(F)cc1)O2	x	7.3
CO[C@@H]1CN(C)C(=O)c2ccc(NC(C)=O)cc2OC[C@@H](C)N(CC2CCCCC2)C[C@@H]1C	0.2	-10.0
C[C@H](CO)N1C[C@H](C)[C@@H](CN(C)Cc2ccccn2)Oc2ncc(C#CC3(O)CCCC3)cc2C1=O	2.3	2.1
O=C(C[C@H]1C[C@H]2c3cc(NC(=O)NC4CCCC4)ccc3O[C@H]2[C@H](CO)O1)NC1CCCC1	0.1	-0.7
CCCN1C[C@@H](C)[C@H](OC)CN(C)C(=O)c2ccc(NC(=O)Nc3c(C)noc3C)cc2OC[C@@H]1C	-0.1	-2.9
C[C@@H]1CCCCO[C@H](CN(C)C(=O)CCC(F)(F)F)[C@@H](C)CN([C@@H](C)CO)C(=O)c2cc(NS(C)(=O)=O)ccc2O1	0.6	7.1
C[C@H](CO)N1C[C@H](C)[C@H](CN(C)CC2CCCCC2)Oc2ccc(NC(=O)CCCCCC(=O)Nc3ccccc3N)cc2CC1=O	1.3	-22.0

Six structures from above, sorted by molecular weight, descending.
SMILES	IDH1 R132H inh	PRC2 inh
C[C@H](CO)N1C[C@H](C)[C@H](CN(C)CC2CCCCC2)Oc2ccc(NC(=O)CCCCCC(=O)Nc3ccccc3N)cc2CC1=O	1.3	-22.0
C[C@H](CO)N1C[C@H](C)[C@@H](CN(C)C(=O)NC2CCCCC2)Oc2ccc(NC(=O)Nc3ccccc3)cc2C1=O	2.2	x
CCCN1C[C@@H](C)[C@H](OC)CN(C)C(=O)c2ccc(NC(=O)Nc3c(C)noc3C)cc2OC[C@@H]1C	-0.1	-2.9
C[C@H](CO)N1C[C@H](C)[C@@H](CN(C)Cc2ccccn2)Oc2ncc(C#CC3(O)CCCC3)cc2C1=O	2.3	2.1
COc1ccc(S(=O)(=O)N[C@@H]2CC[C@H](CC(=O)NCCc3ccccc3)O[C@@H]2CO)cc1	0.3	4.8
CC(C)NC(=O)NCC[C@@H]1CC[C@H](NC(=O)CCN2CCCCC2)[C@@H](CO)O1	0.0	-0.2

Continuation.
SMILES	IDH1 R132H inh	PRC2 inh
O=C(C[C@H]1CC[C@@H](NS(=O)(=O)c2ccc(F)cc2)[C@@H](CO)O1)N1CCN(c2ccccc2)CC1	-0.1	-4.8
C[C@@H]1CN([C@H](C)CO)C(=O)c2cccc(NC(=O)c3nc4ccccc4s3)c2O[C@H]1CN(C)CC1CC1	-0.9	-7.2
Cc1noc(C)c1NC(=O)N(C)C[C@@H]1Oc2ccc(NC(=O)CCC(F)(F)F)cc2CC(=O)N([C@@H](C)CO)C[C@@H]1C	x	7.7
C[C@@H]1CN([C@H](C)CO)C(=O)c2cc(NS(C)(=O)=O)ccc2O[C@@H](C)CCCCO[C@@H]1CN(C)C(=O)CCCN(C)C	x	-4.8
C[C@@H]1CN([C@H](C)CO)C(=O)c2cccc(NC(=O)c3cnccn3)c2O[C@H]1CN(C)Cc1ccc(C(F)(F)F)cc1	-2.8	2.0
C[C@H](CO)N1C[C@H](C)[C@@H](CN(C)Cc2ccc(C(=O)O)cc2)Oc2ccc(NC(=O)C3CC3)cc2CC1=O	1.1	x
O=C(C[C@@H]1C[C@H]2c3cc(NS(=O)(=O)c4ccc(F)cc4)ccc3O[C@H]2[C@H](CO)O1)NCc1ccncc1	0.0	-9.1
COc1ccc2c(c1)c(=O)oc1c(C)c(OCC(=O)NCC3CCCO3)ccc12 (stereo not given)	-0.2	8.9
CNC[C@@H]1Oc2ccc(NS(C)(=O)=O)cc2CC(=O)N([C@@H](C)CO)C[C@H]1C	3.0	-5.4
C[C@@H]1CN([C@@H](C)CO)S(=O)(=O)c2ccc(C#CC3CC3)cc2O[C@@H]1CN(C)Cc1ccccn1	0.3	3.8
COC(=O)Nc1sc2c(c1C(=O)NCc1ccco1)CCCC2	0.0	1.3
C[C@H]1CN([C@@H](C)CO)C(=O)c2cc(NC(=O)Nc3ccc4c(c3)OCO4)ccc2O[C@@H]1CN(C)C(=O)Nc1ccc(C(F)(F)F)cc1	1.1	x
C[C@H](CO)N1C[C@H](C)[C@@H](CN(C)C(=O)Cc2ccccc2)OCCCC[C@H](C)Oc2ccc(NS(=O)(=O)c3cn(C)cn3)cc2C1=O	0.6	x
C[C@@H]1CN([C@H](C)CO)C(=O)c2cc(-c3ccccc3)cnc2O[C@H]1CN(C)C(=O)NC1CCCC1	-0.3	x
CN(C)C(=O)C[C@H]1C[C@@H]2c3cc(NC(=O)CC4CC4)ccc3O[C@@H]2[C@H](CO)O1	1.1	3.5
COc1cc(CO)ccc1OCC(=O)Nc1ccc(Br)cc1	-0.1	0.9
COc1cc2ncc(-c3ccccc3)nc2cc1OC	-2.0&1.5	-7.5
C/C=C/c1ccc2c(c1)O[C@@H](CN(C)C(=O)c1ccc3c(c1)OCO3)[C@@H](C)CN([C@H](C)CO)S2(=O)=O	-0.6	4.5
CN(C)CC(=O)Nc1ccc2c(c1)[C@@H]1C[C@@H](CC(=O)NCc3cccc(F)c3)O[C@H](CO)[C@@H]1O2	0.0	-2.8
COc1cccc(OC)c1/C=N/NC(=O)CCCCCC(=O)NO	0.4	21.2
C[C@H]1CN([C@@H](C)CO)S(=O)(=O)c2ccc(C#CC3CCCCC3)cc2O[C@H]1CN(C)C	0.1	-40.2
CC(=O)Nc1ccc(OCC(O)Cn2nc(C)c(Br)c2C)cc1 (stereo not given)	0.0	1.6
COCC(=O)Nc1ccc2c(c1)C(=O)N(C)C[C@@H](OC)[C@H](C)CN(Cc1ccccc1C(=O)O)[C@H](C)CO2	-0.1	-0.2
O=C(NO)c1ccc(C(=O)N/N=C/c2cc3c(cc2Br)OCO3)cc1	x	8.3
C[C@H](CO)N1C[C@H](C)[C@@H](CN(C)Cc2ccncc2)Oc2ccc(NC(=O)Cc3cn(C)c4ccccc34)cc2C1=O	x	-8.2
CCOc1cc(S(=O)(=O)NCc2ccco2)ccc1Cl	-0.2	11.3
COc1ccccc1CN1C[C@@H](C)[C@H](OC)CN(C)C(=O)c2ccc(NC(C)=O)cc2OC[C@@H]1C	0.1	7.7
CNC[C@@H]1Oc2ccc(NC(=O)Nc3ccc(OC)cc3)cc2CC(=O)N([C@H](C)CO)C[C@H]1C	0.4	4.3
C[C@@H]1CN([C@H](C)CO)C(=O)c2cc(C#CCN(C)C)cnc2O[C@@H]1CN(C)S(C)(=O)=O	0.1	6.7
CC(=O)Cn1c2ccccc2n2nc(CCC(=O)O)c(=O)nc12	0.3	-2.3
O=C(COc1ccc(S(=O)(=O)N2CCOCC2)cc1)Nc1ccc(Cl)c(C(F)(F)F)c1	-0.2	8.5
COc1ccc(CCN2C(=O)c3oc4ccc(C)cc4c(=O)c3C2c2cccc([N+](=O)[O-])c2)cc1OC (stereo not given)	0.0	2.3
CO[C@@H]1CN(C)C(=O)c2ccc(NC(C)=O)cc2OC[C@H](C)N(CC2CC2)C[C@H]1C	-0.1	0.5
CC(C)NC(=O)Nc1ccc2c(c1)C(=O)N([C@H](C)CO)C[C@@H](C)[C@H](CN(C)S(=O)(=O)c1ccccc1)OCCCC[C@H](C)O2	1.8	x

Assay outcomes from PubChem BioAssay.
